Screening data: PubChem, National Center for Advancing Translational Sciences (NCATS)
TrxR1 substrate = is turned over as a substrate by rat TrxR1; O89049; purified TrxR1 substrate turnover, NADPH consumption readout; Potency, µM (titrated, usually from 114 µM), for inactives: at the highest dose activity change, negative = substrate turnover; 390,000 compounds, 0.01% hits; AID 588456; also: potency is read from the fitted curve at half-maximal effect; % is scaled to controls: 0 for no effect and ±100 for the full control effect; nearly all actives have a fitted effect of over 50% in size
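Rat TrxR1, dispensed at 90 nM, was prereduced with 400 uM NADPH (final) for 5 min at ~22 deg C, then incubated with compound 15 min before 400 uM selenite. A first-read NADPH fluorescence drop versus no-compound background flagged substrates.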
Vif-A3G inh = inhibitors of Vif-APOBEC3G interaction | HeLa A3G-eYFP + Vif (tagged APOBEC3G with the HIV-1 protein that degrades it), YFP fluorescence, overnight | Potency, µM (titrated, usually from 46.1 µM), for the others: top-dose activity, negative = active, usual class: inhibitors | 410,000 compounds, 0.076% hits | AID 602310;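 also: potency is read from the fitted curve at half-maximal effect; % is scaled to controls: 0 for no effect and ±100 for the full control effect; nearly all actives have a fitted effect of over 60% in size; hits raise eYFP signal because A3G escapes Vif-driven loss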
Target sequence (Q9HC16 whole entry, looked up): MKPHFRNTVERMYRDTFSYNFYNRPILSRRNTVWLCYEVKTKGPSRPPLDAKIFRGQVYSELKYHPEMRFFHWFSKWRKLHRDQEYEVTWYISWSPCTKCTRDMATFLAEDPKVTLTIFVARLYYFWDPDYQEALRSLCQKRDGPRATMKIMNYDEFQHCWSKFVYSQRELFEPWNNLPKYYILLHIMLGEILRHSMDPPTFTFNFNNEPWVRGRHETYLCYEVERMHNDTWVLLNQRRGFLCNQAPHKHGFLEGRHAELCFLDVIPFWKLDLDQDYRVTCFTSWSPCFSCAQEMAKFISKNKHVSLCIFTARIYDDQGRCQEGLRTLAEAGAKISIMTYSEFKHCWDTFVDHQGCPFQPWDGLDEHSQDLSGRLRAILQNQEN
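HeLa cells stably expressing Vif and C-terminally eYFP-tagged A3G, seeded overnight at 37 deg C, then exposed to compound by pintool overnight at 37 deg C. Rise in yellow fluorescence (Ex 488/Em 500-530, Acumen) marks blocked Vif-driven A3G degradation.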
mIDH1 inhibitor = human IDH1 R132H inhibition. O75874. IDH1-R132H enzyme, NADPH consumption, diaphorase/resazurin fluorescence. Potency, µM (top dose mostly 76.6 µM), inactives show at the top dose activity change, negative = inhibition, most hits filed as inhibitors. 390,000 compounds, 0.093% hits. AID 602179; also: potency is read from the fitted curve at half-maximal effect; % is scaled to controls: 0 for no effect and ±100 for the full control effect; nearly all actives have a fitted effect of over 65% in size
Target sequence (O75874 whole entry R132H, stated change not applied): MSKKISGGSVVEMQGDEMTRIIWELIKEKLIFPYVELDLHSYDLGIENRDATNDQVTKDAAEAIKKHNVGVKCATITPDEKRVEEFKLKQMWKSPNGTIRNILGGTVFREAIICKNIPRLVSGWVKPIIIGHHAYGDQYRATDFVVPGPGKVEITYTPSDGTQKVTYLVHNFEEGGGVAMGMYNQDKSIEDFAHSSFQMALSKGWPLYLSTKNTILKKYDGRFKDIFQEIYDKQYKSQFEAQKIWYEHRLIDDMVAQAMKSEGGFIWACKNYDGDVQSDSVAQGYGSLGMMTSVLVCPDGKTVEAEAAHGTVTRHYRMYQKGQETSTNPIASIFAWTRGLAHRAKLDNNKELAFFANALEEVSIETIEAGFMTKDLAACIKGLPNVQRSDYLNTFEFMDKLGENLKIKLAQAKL
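IDH1-R132H (0.5 ug/mL dispensed) in pH 7.5 Tris buffer was preincubated 30 min with compound, then given a substrate mix of 0.016 mM NADPH and 2 mM alpha-KG for 80 min at room temperature; remaining NADPH was read by diaphorase/resazurin fluorescence.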
Glioma ERSR ind = ER stress response induction in glioma. U87-MG GRP78 promoter luciferase reporter, 16 h. 420,000 compounds, 0.02% hits. AID 602332. Potency, µM, inactives show at the highest dose activation, usual class: activators; also: potency is read from the fitted curve at half-maximal effect; series mostly up to about 76 µM; % of control where 0% means no effect; nearly all actives have a fitted effect of over 35% in size
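Stably transfected U87-MG human glioma cells carrying a GRP78-based luminescent sensor were seeded at 1000 cells/well, pin-dosed with compounds and incubated 16 h. Luciferase reagent was then added, and end-point luminescence was read after 10 min at room temperature.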
RGS4 inhibitor = human RGS4 inhibition; 390,000 compounds, 0.039% hits; Transcreener GDP fluorescence polarization, RGS4-accelerated GTP hydrolysis; Potency, µM (doses to about 114 µM), inactives show at the highest dose activity change, negative = inhibition, actives largely listed as inhibitors; AID 504845; P49798; also: potency is read from the fitted curve at half-maximal effect; % is scaled to controls: 0 for no effect and ±100 for the full control effect; nearly all actives have a fitted effect of over 75% in size; some results filed as inactive show a strong effect at the top dose
Target sequence (P49798 whole entry, looked up): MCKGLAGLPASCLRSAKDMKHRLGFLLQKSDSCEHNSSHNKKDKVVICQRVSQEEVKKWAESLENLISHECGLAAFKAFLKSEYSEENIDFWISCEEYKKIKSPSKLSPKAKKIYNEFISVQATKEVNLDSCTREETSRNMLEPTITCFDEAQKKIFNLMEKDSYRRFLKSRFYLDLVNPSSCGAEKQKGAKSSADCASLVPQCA
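MLSMR compounds (23 nl, pin-transferred) preincubated 10 min at room temperature with a 500nM (2x) first reagent, then RGS4 at 900nM (2x) plus Transcreener GDP mix added; fluorescence polarization (620/688 nm) read before and after 90 min at 30 °C.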
LDHA block = LDHA (human) enzyme inhibition. purified LDHA, NADH/diaphorase-resazurin fluorescence; stronger effect = lower value. AID 1347041. activity change, % (values are at about 110 or 230 µM). P00338. 480,000 compounds, 0.15% hits; in the data active = activity change below about -30%; inconclusive = mostly about -25% to -30%;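 also: plate controls were DMSO wells for no effect and wells without enzyme for full effect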
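Resorufin fluorescence (ex540/em590), read at 0 and 20 min after diaphorase/resazurin addition, reports the NADH left after a 5 min room-temperature reaction of 2 nM human LDH5 with 0.06 mM NADH and 0.2 mM pyruvate.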
USP1 inh = USP1/UAF1 (human) deubiquitinase inhibition. O94782. recombinant USP1/UAF1, Ub-Rhodamine cleavage fluorescence. Potency, µM (highest dose often 57.1 µM), for the others: at the highest dose activity change, negative = inhibition, hits mostly inhibitors. 390,000 compounds, 0.23% hits; also: potency is read from the fitted curve at half-maximal effect; % is scaled to controls: 0 for no effect and ±100 for the full control effect; nearly all actives have a fitted effect of over 60% in size; inactives centre near -12
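USP1/UAF1 complex at 1 nM was preincubated with compound for 15 min at room temperature, then Ub-Rho substrate (150nM final) was added. Fluorescence (480/540 nm) was read kinetically, 6 reads every 60 seconds.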
TrxR1 inh = rat TrxR1 inhibition; O89049; recombinant rTrxR1, NADPH fluorescence consumption, selenite substrate; Potency, µM (titrated, usually from 114 µM), for inactives: top-dose activity change, negative = inhibition, actives largely listed as inhibitors; 390,000 compounds, 1% hits; also: potency is read from the fitted curve at half-maximal effect; % is scaled to controls: 0 for no effect and ±100 for the full control effect; nearly all actives have a fitted effect of over 65% in size
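Rat TrxR1 (90 nM in the dispensed reagent) was pre-reduced with 400 uM NADPH for 5 min at room temperature, then incubated with compound for 15 min. After 400 uM selenite was added, NADPH fluorescence (Ex 340/Em 450 nm) was followed for 8 min.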
Vif-A3F inh = inhibitors of Vif-A3F interaction | HeLa A3F-eYFP + Vif (tagged APOBEC3F with the HIV-1 protein that degrades it), YFP fluorescence increase | AID 602313 | 390,000 compounds, 0.2% hits | Potency, µM (top dose mostly 46.1 µM), for the others: at the highest dose activity, negative = active; also: potency is read from the fitted curve at half-maximal effect; % of control where 0% means no effect; nearly all actives have a fitted effect of over 65% in size
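HeLa cells stably expressing Vif plus C-terminally eYFP-tagged A3F were seeded, incubated overnight at 37 deg C, dosed with compound, incubated overnight again at 37 deg C. Yellow fluorescence (Ex 488/Em 500-530) reported blocked Vif-mediated A3F-eYFP degradation.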
Active calls of the source: *; ? = inconclusive; nt = no result given; & = joins results of further samples; [ ] = another dose, or the depositor's remark. Unless noted, calls follow the shape of the dose curve; as a rule, active = well fitted curve in the direction sought with a large enough effect; inconclusive = small, poorly fitted or top-dose-only effect, or another doubt; inactive = no such curve, though single readings can be large; an effect the other way counts as inactive or inconclusive. Some of the compounds tested, so the mix of outcomes need not match the whole.

1) NC(=S)N=Nc1ccc(NN=C(N)N)cc1
2) COc1cc(C2CC(=O)Nc3c2c(C)nn3-c2nncc(-c3ccccc3)n2)cc(OC)c1OC (stereo not given)
3) CCOc1ccc(NC(=O)Cn2nnc(C(=O)Nc3ccc(OCC)cc3)c2N)cc1
4) CCOc1ccc(NC(=S)NCCCn2ccnc2)cc1
5) Cc1cc(C)c(OCC(=O)N(Cc2ccc(N(C)C)cc2)Cc2ccco2)c(C)c1
6) Cc1cnc(C(=O)OC(C)C(=O)c2c(C)[nH]c3ccccc23)cn1 (stereo not given)

Screen / compound no.,1,2,3,4,5,6
TrxR1 substrate,-9%,-7%,4%,10%,-7%,0%
Vif-A3G inh,1%,nt,-2%,0%,nt,2%
mIDH1 inhibitor,17%,nt,-2%,-4%,nt,1%
Glioma ERSR ind,-3%&-9%,nt,1%,-3%,nt,-2%
RGS4 inhibitor,?,11%,-2%,-5%,11%,-13%
LDHA block,19,-8,-11,-12,-3,-4
USP1 inh,?,-11%,-32%,-16%,?,-17%
TrxR1 inh,20µM*,18%,17%,1%,13%,6%
Vif-A3F inh,4%,nt,-1%,-11%,nt,5%

7) Cc1cc2c(C)cc(=O)[nH]c2cc1NC(=O)CCl
8) COc1cc(=O)[nH]c(SCc2c(F)c(F)c(F)c(F)c2F)n1
9) CC(Sc1nc(C2CC2)n(-c2ccccc2)n1)C(=O)c1c(N)n(C)c(=O)n(C)c1=O (stereo not given)
10) CCOC(=O)c1oc2ccccc2c1COC(=O)CNC(=O)c1ccco1
11) Cc1ccc(NC(=O)c2ccc(CSc3nnc(-c4ccncc4)n3C)cc2)cc1
12) c1ccc2c(NCC3CCCO3)nc(N3CCOCC3)nc2c1 (stereo not given)

Screen / compound no.,7,8,9,10,11,12
TrxR1 substrate,2%,11%,-7%,-2%,3%,79%[activator]
Vif-A3G inh,?,-7%,-3%,-1%,-1%,2%
mIDH1 inhibitor,2%,4%,1%,4%,-4%,1%
Glioma ERSR ind,?,-4%,-3%,0%,3%,-2%
RGS4 inhibitor,-24%,5%,-12%,-18%,18%,1%
LDHA block,2,-2,-3,-1,-11,-3
USP1 inh,-5%,-14%,-15%,-16%,-11%,-13%
TrxR1 inh,20µM*,25%,1%,0%,19%,5%
Vif-A3F inh,5%,0%,6%,1%,-11%,-4%

13) Cc1ccc(OCC2Cn3c(nc4c3c(=O)[nH]c(=O)n4C)O2)cc1 (stereo not given)
14) CN(C(=O)C(Cl)Cl)c1ccc(OC(=O)c2ccco2)cc1
15) O=C(Nc1nc2ccccc2[nH]1)Nc1ccccc1F
16) COc1ccc(N(C)S(=O)(=O)c2cccc(C(=O)NC3CCCCCC3)c2)cc1
17) CNc1nc2c(C)cccn2c(=O)c1C=Nc1ccc(OC)cc1
18) CCOC(=O)C1=C(C)NC(=O)NC1c1ccsc1 (stereo not given)

Screen / compound no.,13,14,15,16,17,18
TrxR1 substrate,5%,4%,-10%,-3%[57.1 µM],10%[57.1 µM],6%
Vif-A3G inh,2%,0%,2%,-1%,-2%,0%
mIDH1 inhibitor,8%,6%,-3%,-7%,8%,0%
Glioma ERSR ind,-3%,-3%&-3%&-1%,-7%,-3%,-3%,-2%
RGS4 inhibitor,31%,-34%,5%,5%,-10%,-4%
LDHA block,-2,-4,-6,-6,5,-6
USP1 inh,-14%,-31%,-12%,-2%,-1%,-26%
TrxR1 inh,18%,17%,-1%,0%[57.1 µM],5%,9%
Vif-A3F inh,-1%,4%,14%,6%,1%,-4%

19) C#CCOCCOCCOCCNc1nc(N2CCN(C(=O)[C@H](C(C)C)n3cc(CCO)nn3)CC2)nc(N2CCN(C(=O)[C@H](Cc3ccc(O)cc3)n3cc(CCO)nn3)CC2)n1
20) c1ccc(-c2csc(N3CCSCC3)n2)cc1
21) CN(CC(O)Cn1c2ccccc2c2ccccc21)S(C)(=O)=O (stereo not given)
22) COc1ccc(OCC(O)CN2CCC(CN3C(=O)c4cccc5cccc(c45)C3=O)CC2)cc1 (stereo not given)
23) O=C(CN(c1ccccc1)S(=O)(=O)c1ccccc1[N+](=O)[O-])Nc1ccccc1C(=O)N1CCOCC1
24) CCN(CC)C(=O)C1=C(C)N(Cc2ccc(C(C)(C)C)cc2)C(=O)C(CC(=O)NCCN2CCOCC2)C1 (stereo not given)

Screen / compound no.,19,20,21,22,23,24
TrxR1 substrate,-3%,-5%,-4%,19%,-27%[57.1 µM],nt
Vif-A3G inh,3%,-8%,-4%,5%,-5%,-1%
mIDH1 inhibitor,-7%,10%,5%,5%,9%,-4%
Glioma ERSR ind,-4%,4%,0%,-6%,2%,5%
RGS4 inhibitor,-1%,-12%,28%,-26%,?,nt
LDHA block,0,-1,-10,-1,-1,0
USP1 inh,-7%,-19%,-7%,1%,-8%,1%
TrxR1 inh,-11%,-13%,11%,3%,8%[57.1 µM],nt
Vif-A3F inh,-1%,-4%,-7%,6%,4%,3%

Copied from above, compounds 19 to 21
19) C#CCOCCOCCOCCNc1nc(N2CCN(C(=O)[C@H](C(C)C)n3cc(CCO)nn3)CC2)nc(N2CCN(C(=O)[C@H](Cc3ccc(O)cc3)n3cc(CCO)nn3)CC2)n1
20) c1ccc(-c2csc(N3CCSCC3)n2)cc1
21) CN(CC(O)Cn1c2ccccc2c2ccccc21)S(C)(=O)=O (stereo not given)

Screen / compound no.,19,20,21
TrxR1 substrate,-3%,-5%,-4%
Vif-A3G inh,3%,-8%,-4%
mIDH1 inhibitor,-7%,10%,5%
Glioma ERSR ind,-4%,4%,0%
RGS4 inhibitor,-1%,-12%,28%
LDHA block,0,-1,-10
USP1 inh,-7%,-19%,-7%
TrxR1 inh,-11%,-13%,11%
Vif-A3F inh,-1%,-4%,-7%

Further records.
25) O=C(NCc1ccc2c(c1)OCO2)c1ccc(CS(=O)(=O)c2ccc(Br)cc2)o1
26) O=C(CN1CCCc2ccccc21)N/N=C/c1ccccc1
27) CC1CCCCC1NC(=O)Cn1c(=O)cnc2ccccc21 (stereo not given)
28) COc1ccc(C2=NN(C(=O)CN3CCCCC3)C(c3ccc(C)cc3)C2)cc1 (stereo not given)
29) Cc1ccccc1OCC(=O)NCCNC(=O)c1cccnc1
30) CC1CCCN(c2nc(-c3cccnc3)nc3scc(-c4ccccc4)c23)C1 (stereo not given)

Screen / compound no.,25,26,27,28,29,30
TrxR1 substrate,6%,-7%,7%[57.1 µM],6%[57.1 µM],4%[57.1 µM],1%
Vif-A3G inh,0%,-12%,-1%,-1%,0%,-5%
mIDH1 inhibitor,-6%,1%,-3%,9%,14%,-8%
Glioma ERSR ind,-3%,3%,-1%,0%,-6%,0%
RGS4 inhibitor,-18%,-27%,7%,-21%,6%,-4%
LDHA block,-2,1,-1,3,0,4
USP1 inh,0%,-16%,6%,-14%,-6%,-15%
TrxR1 inh,4%[57.1 µM],-27%,7%[2.29 µM],12%[57.1 µM],7%[57.1 µM],-7%
Vif-A3F inh,-2%,-12%,-8%,-15%,-6%,-9%

31) COc1ccc(OC)c(S(=O)(=O)N2CCC(c3ccncc3)CC2)c1
32) COc1ccc(C(=O)N2CCN(C(=O)Cc3ccccc3)CC2)cc1OC
33) O=C(COC(=O)CNC(=O)c1ccccc1F)NCCNC(=O)COC(=O)CNC(=O)c1ccccc1F
34) O=C(c1cccs1)n1nc(-c2cccnc2)nc1NCc1ccco1
35) COc1ccc(N2CCN(S(=O)(=O)c3c(C)noc3/C=C/N(C)C)CC2)cc1
36) O=C(O/N=C/c1ccc(Br)cc1)c1ccc(F)cc1

Screen / compound no.,31,32,33,34,35,36
TrxR1 substrate,-3%[57.1 µM],6%,-9%,0%,-7%,-18%[57.1 µM]
Vif-A3G inh,0%,-1%,-1%,0%,0%,1%
mIDH1 inhibitor,-7%,2%,3%,0%,6%,4%
Glioma ERSR ind,-4%,-2%,-3%,-2%,-3%,-4%
RGS4 inhibitor,38%,6%,-1%,0%,9%,-24%
LDHA block,-9,-4&8,-4,-5,-1,-4
USP1 inh,-6%,-12%,?,-16%,-25%,-9%
TrxR1 inh,4%[57.1 µM],13%,-9%,3%,1%,17%[57.1 µM]
Vif-A3F inh,-16%,-10%,-2%,1%,5%,6%

37) O=C(Nc1ncn[nH]1)c1ccc(Cl)c(S(=O)(=O)N2CCCCCC2)c1
38) CCOC(=O)c1sc2nc3n(c(=O)c2c1C)CCCCC3
39) CC(=O)N1CCOc2cc(S(=O)(=O)Nc3cc(C(F)(F)F)ccc3Cl)c(C)cc21
40) Cc1cc(=O)n2nc(N3CCCC(C(=O)NCc4ccc(F)cc4)C3)sc2n1 (stereo not given)

Screen / compound no.,37,38,39,40
TrxR1 substrate,7%,-5%,6%,-2%
Vif-A3G inh,1%,3%,0%,-4%
mIDH1 inhibitor,1%,2%,-1%,5%
Glioma ERSR ind,0%,7%,15%,-7%
RGS4 inhibitor,25%,8%,-18%,8%[11.4 µM]
LDHA block,3&-9,-5,2,-1
USP1 inh,9%,-24%,7%,-3%
TrxR1 inh,24%,5%,23%,-1%
Vif-A3F inh,-28%,-3%,1%,-1%
